# Source: PubChem (Sanford-Burnham Center for Chemical Genomics)
# APJ antagonist: antagonists of human apelin receptor APJ, primary screen, CHO-K1 cells, beta-arrestin complementation, luminescence. P35414. inhibition, % at 20 µM. hit rate 0.32% among 330,000. AID 2521, 2010;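 active means inhibition above about 40% at 20 µM, limit read from the data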;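 further: cells challenged with 10 nM apelin-13 agonist together with compound; plate controls were apelin-13 plus DMSO wells for no effect and DMSO wells lacking apelin-13 for full effect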
# Target sequence (P35414 whole entry, looked up): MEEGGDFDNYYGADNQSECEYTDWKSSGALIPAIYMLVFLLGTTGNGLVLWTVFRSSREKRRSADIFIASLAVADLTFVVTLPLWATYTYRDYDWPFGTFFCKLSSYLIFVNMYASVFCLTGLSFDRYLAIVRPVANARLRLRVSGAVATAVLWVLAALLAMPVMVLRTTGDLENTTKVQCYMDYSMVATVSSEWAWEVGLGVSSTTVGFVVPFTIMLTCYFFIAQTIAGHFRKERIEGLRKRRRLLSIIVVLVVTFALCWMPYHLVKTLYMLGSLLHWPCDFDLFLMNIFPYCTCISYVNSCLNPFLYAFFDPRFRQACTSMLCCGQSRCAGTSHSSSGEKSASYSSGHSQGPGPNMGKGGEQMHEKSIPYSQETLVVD
# Mdm2 MdmX PPI: inhibitors of human Mdm2-MdmX association, primary screen, cell-based, luminescence, split luciferase, SaOS-2, uHTS. SaOS-2 split-luciferase Mdm2/MdmX complementation. inhibition, % at 8 µM. hit rate 3% among 330,000. AID 485346, 2010;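 active means inhibition of at least 50% at 8 µM in the primary screen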
# Jurkat NFkB inh: inhibitors of induced NF-kB luciferase reporter, primary screen, TCR NF-kB activation inhibitor project, cell-based, luminescence, uHTS; Jurkat, PMA/ionomycin-induced NF-kB luciferase reporter; hit rate 0.53% among 330,000; AID 435003, 2010; inhibition, % at 4 µM; in the data active means inhibition above about 50%
# tim23-1 inh: growth inhibitors of tim23-1 mutant yeast, primary screen, luminescence, uHTS. S. cerevisiae tim23-1 growth, BacTiter-Glo luminescence, 24 h. inhibition, % at 20 µM. hit rate 1.3% among 330,000. AID 463212, 2010;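 active means growth inhibition of the mutant yeast at or above 50%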;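 further: temperature-sensitive mutant grown at 25 °C; plate controls were DMSO-treated mutant yeast for no effect and medium wells lacking yeast for full effect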
# XBP1 UPR activ: activators of adaptive XBP1 UPR arm, primary screen, cell-based, CHO-XBP1 luciferase reporter, luminescence, uHTS; IRE1-XBP1 UPR activation; percent of tunicamycin response, DMSO as zero; activation, % at 20 µM; AID 463104, 2010; hit rate 0.33% among 330,000;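 active means versus positive control, 20 µM dose yields 30% or more activation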;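 further: 100% = tunicamycin at 10 µg/mL and 0% = DMSO only wells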
#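 Material: CHO cell line with stable XBP1 luciferase reporter; buffer or medium: F12 medium containing 10% fetal bovine serum; compound: single point, 20 µM final compound, 1% DMSO; incubation: 6 h treatment, 37 °C; measured by: glow luminescence from Steady-Glo reagent; evaluation: activation, % of tunicamycin; control set: tunicamycin high, DMSO low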
# UPR CHOP act: activators of apoptotic CHOP UPR arm, primary screen, cell-based, CHO-CHOP luciferase reporter, luminescence, uHTS; AID 449763, 2010; activation, % at 10 µM; hit rate 0.34% among 330,000; UPR activation; percent of tunicamycin response over DMSO baseline;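 active means at 10 µM dose, activation of 40% or more, normalized to positive control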;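 further: 100% = tunicamycin at 10 µg/mL and 0% = DMSO alone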
#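 Evaluation: % reporter activation, DMSO baseline versus tunicamycin full activation; System: CHO-CHOP luciferase reporter cell line; Input: 500 cells/well; Incubation: 6 h compound treatment, 37 °C; Measured by: Steady-Glo luciferase luminescence; Dosing: one dose, 10 µM in 0.5% DMSO; Buffer or medium: F12 medium, 10% FBS; Benchmarks: positive tunicamycin 10 µg/mL, negative DMSO alone.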
# 697 NFkB inh: inhibitors of PMA/ionomycin-induced NF-kB reporter, 697 cells, primary screen, B-cell NF-kB inhibitor project, cell-based, luminescence, uHTS | 697 B-cell NF-kB luciferase reporter, 16 h | inhibition, % at 4 µM | hit rate 0.33% among 330,000 | AID 435022, 2010; in the data active means inhibition above about 35%
# APJ agonist: agonists of human apelin receptor APJ, primary screen, CHO-K1 cells, PathHunter beta-arrestin, luminescence; P35414; 0% DMSO wells, 100% apelin; activation, % at 20 µM; hit rate 0.11% among 330,000;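 active means activation more than six SD over the plate average, tested at 20 µM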;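 further: 0% = DMSO alone and 100% = apelin-13 at 10 nM; some results filed as inactive read as strong as hits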
#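 Material: CHO-K1 APJ beta-arrestin complementation cell line; Input: cell density 1000 per well; Incubation: compound stimulation 90 min at 25 °C, detection 60 min; Signal: luminescence from split beta-galactosidase complementation, Galacton Star/Emerald II substrate; Controls: DMSO-only wells as negative, 10 nM Apelin-13 as positive control.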
# Numbers without * were called inactive.
SMILES,APJ antagonist,Mdm2 MdmX PPI,Jurkat NFkB inh,tim23-1 inh,XBP1 UPR activ,UPR CHOP act,697 NFkB inh,APJ agonist
Cn1ncc2c(N3CCN(c4ccc(Cl)c(Cl)c4)CC3)ncnc21,-19,92*,59*,-4,0,1.6,32,3
CCOC(=O)c1[nH]c(C)c(C(=O)Nc2ccc(C)c(C)c2)c1C,-60,19,13,29,0,0.8,-1,0
O=C(c1ccc(F)cc1)N1CCN(C(=O)c2ccc([N+](=O)[O-])cc2)CC1,-8,-24,4,8,2,0.0,24,-3
Cc1ccccc1CNC(=O)C1CCN(c2nnc(N3CCCC3=O)s2)CC1,-19,35,6,-4,-2,0.2,7,-2
O=C(CSc1nnc(-c2ccco2)n1-c1ccccc1)Nc1c(Cl)cc(Cl)cc1C(=O)O,10,21,7,0,1,-0.5,-5,-5
CCn1cnc2c1c(=O)n(CC(=O)Nc1cc(C)on1)c(=O)n2Cc1ccccc1,20,-14,-5,13,3,-0.1,0,-3
Cc1ccc(NC(=O)/C(=C\c2cccc(Br)c2)NC(=O)c2ccco2)cc1,-12,9,0,-23,1,1.4,21,-5
COc1cccc(NC(=O)CN(C)C(=O)CNC(=O)c2sc3ccccc3c2Cl)c1,13,10,-19,6,1,2.3,9,-4
O=C(CN1C(=O)NC2(CCc3ccccc32)C1=O)c1ccc(Br)cc1 (configuration not stated),10,10,-4,30,-1,-1.5,3,-5
CCOc1ccc(NC(=O)CN(C)C(=O)c2cc3c(s2)CCCCC3)cc1OCC,19,23,7,10,-1,0.5,-11,1

# Whole records, looked up by structure. Values in the order: APJ antagonist | Mdm2 MdmX PPI | Jurkat NFkB inh | tim23-1 inh | XBP1 UPR activ | UPR CHOP act | 697 NFkB inh | APJ agonist
# CCOC(=O)c1[nH]c(C)c(C(=O)Nc2ccc(C)c(C)c2)c1C is listed as -60 | 19 | 13 | 29 | 0 | 0.8 | -1 | 0
# Cc1ccccc1CNC(=O)C1CCN(c2nnc(N3CCCC3=O)s2)CC1 is listed as -19 | 35 | 6 | -4 | -2 | 0.2 | 7 | -2
# Cn1ncc2c(N3CCN(c4ccc(Cl)c(Cl)c4)CC3)ncnc21 is listed as -19 | 92* | 59* | -4 | 0 | 1.6 | 32 | 3

# Reprinted at random: six entries already listed
SMILES,APJ antagonist,Mdm2 MdmX PPI,Jurkat NFkB inh,tim23-1 inh,XBP1 UPR activ,UPR CHOP act,697 NFkB inh,APJ agonist
CCOC(=O)c1[nH]c(C)c(C(=O)Nc2ccc(C)c(C)c2)c1C,-60,19,13,29,0,0.8,-1,0
CCOc1ccc(NC(=O)CN(C)C(=O)c2cc3c(s2)CCCCC3)cc1OCC,19,23,7,10,-1,0.5,-11,1
CCn1cnc2c1c(=O)n(CC(=O)Nc1cc(C)on1)c(=O)n2Cc1ccccc1,20,-14,-5,13,3,-0.1,0,-3
Cn1ncc2c(N3CCN(c4ccc(Cl)c(Cl)c4)CC3)ncnc21,-19,92*,59*,-4,0,1.6,32,3
O=C(c1ccc(F)cc1)N1CCN(C(=O)c2ccc([N+](=O)[O-])cc2)CC1,-8,-24,4,8,2,0.0,24,-3
Cc1ccccc1CNC(=O)C1CCN(c2nnc(N3CCCC3=O)s2)CC1,-19,35,6,-4,-2,0.2,7,-2

# More entries
SMILES,APJ antagonist,Mdm2 MdmX PPI,Jurkat NFkB inh,tim23-1 inh,XBP1 UPR activ,UPR CHOP act,697 NFkB inh,APJ agonist
COc1ccccc1CC(=O)NC1CC1,-4,-2,10,-12,-4,-0.8,-6,5
CC(C)n1nnnc1SCC(=O)Nc1cccc(F)c1,-2,2,-21,13,-1,1.2,-4,2
CC(=O)Nc1ccc(/C=N/NC(=O)c2cc(-c3ccco3)nc3ccccc23)cc1,-1,15,-6,-4,1,3.2,13,-2
CCOC(=O)C1CCCN(c2c(Nc3cc(C)cc(C)c3)c(=O)c2=O)C1 (configuration not stated),11,13,-4,3,0,-1.1,16,0
CCOc1cccc(C(=O)NCc2ccccc2)c1,3,-20,0,-1,-2,2.3,-18,-3
COc1ccccc1CCN=C(N)NS(=O)(=O)c1ccccc1,5,-1,0,5,-1,1.0,4,-3
Cc1cccnc1NC(=S)NC(=O)/C=C/c1ccco1,14,-26,-22,5,5,4.4,-28,-6
O=C(Nc1ccc(Cl)cn1)c1cccc(S(=O)(=O)N2CCCC2)c1,-1,-21,-12,11,2,0.7,3,2
Cc1ccc(C)c(NC(=O)CSc2nnc(-c3ccncc3)o2)c1,14,6,2,17,1,0.6,-4,0
O=C(c1cc2nc(-c3cccs3)cc(C(F)(F)Cl)n2n1)N1CCCc2ccccc21,5,31,-14,-7,-4,0.9,-7,-5

# Entries listed so far that bear a hit mark in Mdm2 MdmX PPI:
Structure,APJ antagonist,Mdm2 MdmX PPI,Jurkat NFkB inh,XBP1 UPR activ,697 NFkB inh,APJ agonist
Cn1ncc2c(N3CCN(c4ccc(Cl)c(Cl)c4)CC3)ncnc21,-19,92*,59*,0,32,3

# More results follow.
SMILES,APJ antagonist,Mdm2 MdmX PPI,Jurkat NFkB inh,tim23-1 inh,XBP1 UPR activ,UPR CHOP act,697 NFkB inh,APJ agonist
C=CC(=O)Nc1cccc(Oc2ncnc3[nH]cc(-c4cnc5ccccc5c4)c23)c1,-1,93*,-3,-16,5,-0.9,18,0
C[C@H](CO)N1C[C@H](C)[C@@H](CN(C)Cc2ccc(-c3ccccc3)cc2)Oc2c(NC(=O)c3ccncc3)cccc2C1=O,-18,37,-2,26,-2,2.0,-8,1
Cc1cccc(NC(=S)NC23CN4CN(CN(C4)C2)C3)c1,-12,9,0,1,-2,-0.7,1,-2
Cc1cccc(NCc2ccc(O)c3ncccc23)c1,-22,77*,-4,-12,5,-2.1,-12,-3
CC(=O)Nc1ccc(NC(=O)c2cccc3ccccc23)cc1,4,12,0,-5,-3,3.2,-11,0
Cc1cccc(NC(=O)CSc2nnc(CCNC(=O)OC(C)(C)C)o2)c1C,0,-23,-6,15,-2,-0.2,-15,3
Cc1ccc(C(=O)N2CCN(S(=O)(=O)c3ccc(C(C)C)cc3)CC2)s1,9,12,12,24,-3,-0.4,-32,3
COc1ccc(CNC(=O)CN2C(=O)COc3ccc(S(=O)(=O)N4CCC(C)CC4)cc32)cc1,13,2,-16,-4,-2,-1.2,-5,1
Cc1cc(C)c(S(=O)(=O)NC(C)C)c(C)c1-n1cnnn1,0,19,-2,12,-1,-1.7,-7,2
O=C(Nc1ccccc1O)c1ccc(NC(=O)C2CC2)cc1,-7,18,-38,21,4,6.5,-299,-6
COc1ccc(/C=C/C2=CC(C)(C)NC(=S)N2)c(OC)c1,16,10,12,14,-1,2.3,2,0
CCc1nnc(NC(=O)CN2CCCC(C)C2)s1 (configuration not stated),12,22,4,12,-5,-0.9,-2,-1
CC1(C)Cc2ccccc2-c2nnc(SCC(=O)N3CCN(c4ccccc4)CC3)n21,12,-4,19,10,0,2.5,-16,-4
O=C(c1cn(-c2ccccc2)nc1-c1ccccc1)n1nnc2ccccc21,-13,-2,3,0,-2,12,17,-3
O=C1NC2(CCCCC2)C(=O)N1c1cccc(Cl)c1,5,-7,-4,7,-1,-3.0,1,-5
Cc1ccc(N2CCN(C(=O)c3cn(CC4CCCCC4)nn3)C(C)C2)cc1 (configuration not stated),-5,-74,-146,31,0,0.8,-217,-2
COc1ccccc1NC(=S)N(CCc1nc2cc(C)c(C)cc2[nH]1)Cc1cccnc1,5,16,-2,-17,-3,-1.6,3,-3
CCOc1cc(/C=C2\N=C(SCC)SC2=O)cc([N+](=O)[O-])c1OC(C)=O,36,20,0,6,0,0.7,22,-12
O=C(NC1CCCC1)c1ccc(CS(=O)Cc2ccccc2Cl)o1 (configuration not stated),-24,-6,-2,-5,-6,2.1,1,-8
CCOCCCn1c(=S)[nH]c2cc(C(=O)N3CCC(C(N)=O)(N4CCCCC4)CC3)ccc2c1=O,9,2,-7,19,0,-1.7,9,0
CCS(=O)(=O)Nc1ccc(C2=NN(S(C)(=O)=O)C(c3cccs3)C2)cc1 (configuration not stated),1,-5,6,6,1,3.0,20,-2
O=C(c1[nH]ncc1-c1ccccc1)C1CO1 (configuration not stated),11,22,-7,9,-1,0.6,-21,-5
O=C(NNC(=O)C1CCCN(S(=O)(=O)c2ccc3ccccc3c2)C1)C1CC1 (configuration not stated),-23,-10,-4,14,3,-0.9,3,-2
CC(=O)Nc1ccc(NS(=O)(=O)c2ccc3[nH]c(=O)[nH]c3c2)cc1,5,6,7,16,-2,-1.9,14,-2
CCOc1ccc(S(=O)(=O)N2CCN(c3ccccc3OC)CC2)c2cccnc12,9,11,10,32,-2,-0.4,9,2
Cc1cccc(NC(=O)Cn2cccc2)c1,4,-12,10,-1,-1,1.3,11,-5
COc1ccc(OCC(=O)NC(=S)N2CCCc3ccccc32)cc1,-3,34,-15,9,-2,2.9,-28,-4
CCCC(=O)c1c[nH]c(C(=O)NCCc2ccccn2)c1,11,5,-28,17,0,1.9,-57,-2
CCn1nc(C)c(/C=N/NC(=O)Cn2nccc2C)c1C,3,-35,-19,0,2,5.8,-29,-1
Cc1noc(C)c1S(=O)(=O)N(C)C[C@H]1Oc2ccc(NS(=O)(=O)c3ccc(F)cc3)cc2C(=O)N([C@H](C)CO)C[C@@H]1C,2,-13,10,-3,-3,-0.1,-4,-4
Cc1ccccc1S(=O)(=O)Nc1ncnc2sccc12,-2,-6,-3,-3,-1,1.3,12,-3
Cc1ccc(CNc2nnnn2C)cc1,-2,21,-2,5,-4,0.8,19,-3
COCCNC(=O)c1c(C)cc(C)cc1C,14,-5,-5,3,1,-3.5,-2,-1
Cc1ccc(NC(=S)NCc2ccc(F)cc2)cc1,13,21,-14,33,-1,3.0,1,0
CCC(=O)Oc1oc(-c2ccccc2)nc1C=Nc1ccc(C)cc1,18,16,8,46,4,6.5,12,-5
COc1ccc(C(N)=O)cc1NC(=O)CC(O)(C(F)(F)F)C(F)(F)F,9,-26,2,11,1,0.7,6,-6
O=C(O)[C@@H]1CCCN1S(=O)(=O)c1cccc2cccnc12,8,26,-20,-17,0,-1.1,13,-3
Cc1nn(C(=O)Cn2ccc([N+](=O)[O-])n2)c(C)c1Cl,-6,2,6,4,-8,1.3,7,-4
C=CCn1c(SCC(=O)NCC2CCCO2)nnc1-c1ccncc1 (configuration not stated),1,1,3,-8,1,-1.1,0,6
CCOC(=O)C1CCCN(c2c(N3CCC(N4CCCCC4)CC3)c(=O)c2=O)C1 (configuration not stated),8,15,1,6,0,1.2,-1,-2
O=C(/C=C/c1ccccc1Cl)NCc1cccs1,-21,-45,-27,8,0,2.2,-17,-4
